# HT1080 IDH1KD tx: toxicity to HT-1080 IDH1 knockdown cells (counter line); HT-1080 IDH1 knockdown viability, ATP luminescence, 48 h; Potency, µM (series often up to 46.1 µM), without a hit: top-dose activity, negative = toxicity, hits mostly cytotoxic; actives 2% (n = 360,000);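 further: 0% = DMSO wells and -100% = cell-free medium wells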
#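 HT-1080-IDH1KD cells (IDH1 knocked down), 750/well in RPMI with 5% FBS, treated with compound 48 h at 37 degrees C. Viability by CellTiter-Glo luminescence, normalised to DMSO and no-cell wells; concentration-response curves classed.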
# GLP1R ag: activates the human GLP-1 receptor; actives 0.007% (n = 380,000); HEK293 GLP-1R CRE-luciferase, luminescence, 4-6 h; cells express a hypersensitive GLP-1R form; P43220; AID 624172; Potency, µM (highest dose often 45.6 µM), inactives show at the highest dose activation, hits mostly activators; further: % of control where 0% means no effect
# Target sequence (P43220 whole entry, looked up): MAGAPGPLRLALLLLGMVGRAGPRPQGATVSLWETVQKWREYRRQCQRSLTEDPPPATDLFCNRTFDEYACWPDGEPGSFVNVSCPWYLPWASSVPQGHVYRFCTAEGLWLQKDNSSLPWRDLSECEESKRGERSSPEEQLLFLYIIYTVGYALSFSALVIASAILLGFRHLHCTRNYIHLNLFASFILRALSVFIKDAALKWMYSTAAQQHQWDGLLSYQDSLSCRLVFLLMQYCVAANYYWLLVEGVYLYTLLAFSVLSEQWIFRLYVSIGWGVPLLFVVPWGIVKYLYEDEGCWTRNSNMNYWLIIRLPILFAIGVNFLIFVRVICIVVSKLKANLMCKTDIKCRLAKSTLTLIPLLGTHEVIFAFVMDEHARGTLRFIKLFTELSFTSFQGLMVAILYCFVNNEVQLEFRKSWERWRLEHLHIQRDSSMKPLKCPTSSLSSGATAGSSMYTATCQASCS
# HT1080-NT tox: kills 2HG-producing HT-1080-NT fibrosarcoma cells | HT-1080-NT fibrosarcoma viability, CellTiter-Glo ATP luminescence, 48 h | Potency, µM (series often up to 46.1 µM), inactives show top-dose activity, negative = less viability, actives largely listed as cytotoxic | actives 1.6% (n = 360,000);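 further: NT is the 2HG producing partner of a matched IDH1 knockdown line; 0% = DMSO-treated cells and -100% = media-only wells without cells; nearly all actives have a fitted effect of over 55% in size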
#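 Luminescent CellTiter-Glo readout after 48 hours of compound exposure at 37 degrees C defined viability of HT-1080-NT cells. Activity was normalized to DMSO wells and cell-free media wells; concentration-response curves were fitted and assigned curve classes.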
# KB-3-1 tox: kills parental KB-3-1 adenocarcinoma cells | KB-3-1 viability, CellTiter-Glo ATP luminescence, 72 h | Potency, µM (series often up to 46.1 µM), without a hit: top-dose activity change, negative = cytotoxic, most hits filed as cytotoxic | actives 1.4% (n = 400,000) | AID 1347075; further: on the % scale 0 is the no-effect control and ±100 the full control effect; nearly all actives have a fitted effect of over 60% in size
#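 Using CellTiter-Glo luminescence, growth of non-resistant KB-3-1 adenocarcinoma cells is assessed 72 h after pin-tool compound addition at 37 °C. Normalized responses across the concentration series yield fitted curves.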
# TDP-43 yeast inh: inhibitors of TDP-43 toxicity in yeast; Potency, µM (doses to about 46.1 µM), inactives show at the top dose growth rescue (activation), hits mostly activators; actives 1.8% (n = 410,000); TDP-43 expressing yeast growth rescue, BacTiter-Glo, 24 h; AID 652104; further: % of control where 0% means no effect; nearly all actives have a fitted effect of over 50% in size
#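 Galactose-induced TDP-43 yeast, OD600=0.02, compound pinned; 24 hr, 30 deg C; BacTiter-Glo luminescence for growth. Inhibitors of TDP-43 toxicity read as activators.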
# HEK293 tox: cytotoxicity counter-screen for GLP-1 receptor inverse agonists; actives 0.13% (n = 410,000); HEK293 cAMP-luciferase reporter cells, luminescence, 24 h; Potency, µM (highest dose often 38.3 µM), without a hit: at the highest dose activity change, negative = inhibition, usual class: inhibitors; AID 624418;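 further: loss of luciferase light is scored as toxicity; on the % scale 0 is the no-effect control and ±100 the full control effect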
#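 Compound-treated cells are incubated 24 hr at 37 deg C under 5% CO2 after a 12 hour attachment period, then luciferase detection reagent is added and luminescence is measured following 12 min at room temperature; lowered signal indicates toxicity.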
# KB-V1 cytotox: kills drug-selected multidrug resistant KB-V1 cells; actives 3.4% (n = 400,000); KB-V1 MDR cells viability, CellTiter-Glo, 72 h; AID 1347076; Potency, µM (top dose mostly 46.1 µM), inactives show at the top dose activity change, negative = cytotoxicity, actives largely listed as cytotoxic; further: on the % scale 0 is the no-effect control and ±100 the full control effect; nearly all actives have a fitted effect of over 60% in size
#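 Drug-selected KB-V1 cells, grown in DMEM lacking phenol red with 10% FBS, receive compound titrations; after three days at 37 degrees C, surviving cell ATP is quantified by CellTiter-Glo luminescence and responses normalized and curve-fitted.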
# SW480 rerep: inducers of DNA re-replication in SW480 colon cancer cells. SW480 DNA re-replication, Hoechst DNA content imaging, 48 h. Potency, µM (top dose mostly 46.1 µM), for inactives: at the highest dose re-replication activation, hits mostly activators. actives 1.8% (n = 340,000). AID 624297; further: % of control where 0% means no effect; nearly all actives have a fitted effect of over 55% in size
#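 SW480 cells exposed to compounds for 48 hr at 37 C, 5% CO2, then Hoechst-stained 40 min. Nuclear DNA content imaged by fluorescence scanning (405 nm excitation, 500-530 nm emission); re-replication scored as increased high-intensity nuclei.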
# GLP1R inv ag: inverse agonists of human GLP-1 receptor. P43220. HEK293 GLP-1R CRE-luciferase, luminescence, 24 h; GLP-1R form is constitutively active. Potency, µM (series often up to 38.3 µM), for the others: at the top dose activity change, negative = inhibition, hits mostly inhibitors. actives 1.6% (n = 410,000); further: on the % scale 0 is the no-effect control and ±100 the full control effect; nearly all actives have a fitted effect of over 55% in size
#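 Luminescence readout: a drop in cAMP-driven luciferase signal flags inverse agonism at a constitutively active GLP-1R stably expressed in HEK293. Compound exposure lasted 24 hr at 37 deg C, 5% CO2.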
# Active calls of the source: *; ? = inconclusive; nt = no result given; & = joins results of further samples; [ ] = remark or other dose. The call rests on the fitted dose curve; in most records, active means well fitted curve in the direction sought with a large enough effect; inconclusive means small, poorly fitted or top-dose-only effect, or another doubt; inactive means no such curve, though single readings can be large; an effect the other way counts as inactive or inconclusive. Potency means the concentration at half of the fitted maximal effect.
# Values run as follows: HT1080 IDH1KD tx, GLP1R ag, HT1080-NT tox, KB-3-1 tox, TDP-43 yeast inh, HEK293 tox, KB-V1 cytotox, SW480 rerep, GLP1R inv ag
COc1ccc(CCNc2nc(C)nc3c2oc2ccccc23)cc1OC
 : -19%, 0%, -10%, ?, -13%, ?, 16µM*, 7%, -18%
NC(=O)c1ccc(-c2c(-c3ccccc3)sc3ccccc23)cc1
 : 1%, -5%, 2%, 1%, 14%, -7%, ?, 3%[9.22 µM], 4%
O=C(CCc1ccccc1)C(=O)N1CCCC(C(=O)c2cccc(Cl)c2)C1 (stereo not given)
 : -2%, 15%, -8%, -5%, -10%, -2%, -32%, 28%, -68%
O=C(NCCCN1CCOCC1)c1cc(-c2ccccc2)on1
 : ?, -1%, ?, -23%, -23%, -6%, ?, ?, 115%[activator]
COc1cc(OC)c(C2CC(=O)N3CN(C)CSC3=C2C#N)cc1OC (stereo not given)
 : 9%, 2%, 0%, 1%, -3%, 8%, -2%, -8%, 6%
CCOc1ccccc1NC(=O)CCSc1nc2n[nH]c(C)c2c(=N)n1-c1ccccc1Cl
 : ?, ?, ?, -1%, -7%, 1%, ?, ?, 0%
C=C[C@@H]1c2ccccc2N(S(=O)(=O)c2ccc(C)cc2)[C@H](c2ccc(C(=O)OC)cc2)C1(C#N)C#N
 : 26%, -2%, 16%, 2%, 15%, -1%, 0%, 20%[9.22 µM], -15%
C/C(=N\OCC(=O)Nc1ccc(OC(F)(F)F)cc1)c1ccc2c(c1)OCCO2
 : -1%, 8%, 10%, 4%, 13%, 6%, -14%, 30%, ?
c1ccc(-c2nn3c(-c4ccco4)nnc3s2)nc1
 : 0%, -10%, 4%, 16%, 7%, -12%, -9%, 0%, 69%[activator]
O=C(Nc1ccc(S(=O)(=O)N2CCCC2)cc1)c1ccc(CN2CCOCC2)cc1
 : -15%, -10%, -26%, ?, -3%, -4%, ?, -6%, -16%
O=C(COc1ccc(Cl)cc1Cl)NC(=S)N1CCCc2ccccc21
 : ?, 1%, ?, 10%, -30%, 4%, ?, 6%, 3%
Cc1ccc(NC(=O)CN2C(=O)N/C(=C/c3ccc(N4CCOCC4)cc3)C2=O)cc1
 : 1%, 0%, 7%, -3%, 9%, 26%[1.53 µM], 6%, -4%, 43%[activator]
CC(C)Cn1c2c(c(O)c(C(=O)Nn3c(Cc4ccccc4)nc4ccccc4c3=O)c1=O)CCCC2
 : -4%, -11%, -3%, ?, 5%, 25%, ?, -1%&1%, 0%
O=C1c2cccc3cccc(c23)C(=O)N1/N=C/c1ccc(O)cc1O
 : 4%, 3%, -4%, 5%, 21%, -10%, 30%, -2%, 6%
CCNC(=S)Nc1cccc(F)c1C
 : 12%, 3%, 15%, 11%, 14%[9.22 µM], 12%[7.66 µM], 5%, -1%, -1%[7.66 µM]
COc1cccc(Nc2nc3ccccc3nc2-n2nc(C)cc2C)c1
 : 2%, -4%, 1%, 2%, 12%, 2%, -7%, ?, -1%
CCOC(=O)N1CCC(NS(=O)(=O)c2ccc3c(c2)OCC(=O)N3)CC1
 : -2%, -1%, 1%, -7%, 4%, 21%, 15%, 0%, 5%
C=CC[n+]1ccc2ccccc2c1C
 : 15%, 0%, 6%, ?, -27%, -10%, ?, -7%, 14%
COC(=O)c1cc(NC(=O)COC(=O)C2COc3ccccc3O2)cc(C(=O)OC)c1 (stereo not given)
 : 8%, -1%, -5%, -7%, 5%, 5%, -12%, 2%, 1%
Cc1ccc2scc(N3CCc4ccccc4C3)c(=O)c2c1
 : nt, nt, nt, -16%, 3%, -14%, 7%, nt, 4%
CC1CCCN(Cc2c(O)ccc3c2O/C(=C\c2ccco2)C3=O)C1 (stereo not given)
 : -1%, 5%, -5%, 4%, -23%, 55%[activator], 5%, 1%, 49%[activator]
COCCNC(=O)C(=O)NCC1OCCN1S(=O)(=O)c1cc(F)ccc1F (stereo not given)
 : 7%, 0%, 19%, 12%, 3%, -3%, 0%, -4%, 25%
COc1cccc(CNC(=O)CCCNC(=O)c2ccc(Cl)cc2)c1
 : 1%, 0%, 10%, 1%, -7%, 1%, ?, -8%, -27%
CC(C)(c1ccccc1)c1ccc(OCc2ccc(C(=O)O)o2)cc1
 : 0%, -20%, -3%, -1%, ?, 0%, -1%, -6%, 56%[activator]
COC(=O)c1ccc(NC(=S)NC(=O)C2CCC2)cc1
 : 17%, -1%, ?, -6%, ?, ?, 0%, -5%, -15%
CCSc1nnc(NC(=O)c2cc(OC)c(OC)c(OC)c2)s1
 : 3%, -4%, 12%, -4%, 10%, 6%, 1%, 1%, 19%
N#Cc1ccc(Nc2nc(-c3ccc(O)cc3O)cs2)cc1C(F)(F)F
 : ?, -8%, ?, ?, 7%, ?, ?, -44%[inhibitor], ?
Cc1cccc(NC(=O)c2cc(S(=O)(=O)N3CCC4(CC3)OCCO4)ccc2F)c1
 : -7%, -5%, 2%, ?, 6%&16%, -22%&-3%, 5%, 10%, -31%&-23%
Cc1ccc(C(=O)Nc2nnc(S(=O)(=O)N(C)Cc3ccc(F)cc3)s2)cc1
 : nt, nt, nt, 0%, 13%, 1%, 12%, nt, -2%
O=C(Nc1nnc(SCc2ccc(F)cc2)s1)c1ccccn1
 : ?, ?, ?, ?, -27%, 5.6µM*, ?, 13µM*, ?
c1coc(-c2nnc(SCc3nc4ccccc4[nH]3)o2)c1
 : -19%, -2%, -6%, ?, 0%, 6%, 15µM*, -1%, 0%
Cc1nn2c(nc(N3CCCCC3)c3ccccc32)c1C=O
 : -25%, 10%, ?, -1%, ?, 10%, -16%, -1%, 50%[activator]
Cc1ccc(NC(=O)CSc2nnc3nc(C)cc(C)n23)cc1
 : nt, nt, nt, -18%, 8%, 4%, -8%, nt, 6%
O=C(O)c1ccc(C[n+]2c(-c3ccccc3)csc2Nc2ccccc2)cc1
 : 0%, -2%, 4%, -19%, 9%, -10%, -32%, 0%, 24%
Cc1ccc(OCc2cc(C(=O)NCCn3cccn3)no2)cc1C
 : 6%, 3%, 9%, 0%, 29%, -11%, -2%, 23%, -31%
O=C(CSCc1ccccc1F)NCc1ccccc1
 : 4%, 12%, 8%, 10%, 27%, 4%, -4%, -3%, 14%
CN(C)CCCNC(=O)CCc1nc2ccccc2c(=O)[nH]1
 : -1%, -10%, 9%, -4%, 4%, -4%, 16%, -2%[9.22 µM], -18%
CCOc1ccc(N2C(=O)C3ON(C)C(c4ccc([N+](=O)[O-])cc4)C3C2=O)cc1 (stereo not given)
 : 4%, -3%, 6%, 11%, 9%, 3%, 1%, -19%, 7%
CC(NC(=O)c1cccc(S(=O)(=O)N2CCc3ccccc32)c1)c1ccco1 (stereo not given)
 : -6%, 5%, -13%, -14%, 25%, 1%, 2%, -11%, ?
CCN(CC)CC(=O)Nc1ccc(/C(C)=N/NC2=NCCN2)cc1
 : -1%, -5%, -20%, -1%, -9%, ?, -2%, 18µM*, ?
CCN(CC)C(=O)CC(c1ccc2c(c1)OCO2)c1c(O)cc(OC)cc1OC (stereo not given)
 : 10%, 8%, 12%, 14%, 20%, 2%, 0%, -28%[9.22 µM], 7%
COC(=O)C(C)Sc1nc(NCc2ccccc2)nc(N(C)C)n1 (stereo not given)
 : 1%, 11%, -2%, 1%, -5%, 13%, -19%, ?, -39%
CCC(C)c1ccccc1N1CC(C(=O)N2CCN(S(=O)(=O)c3ccc(F)cc3)CC2)CC1=O (stereo not given)
 : -2%, 7%, -2%, -6%, 2%, 1%, -23%, 16%, -23%
COc1cc2c(cc1OC)C(c1ccc3c(c1)OCO3)C1=C(CC(C)(C)CC1=O)N2 (stereo not given)
 : -1%, 25%, 3%, 3%, -2%, 11%, 0.73µM*, -4%, -7%
Cc1ccc(Cl)cc1NC(=O)c1cccc(NC(=O)N2CCSc3ncccc32)c1
 : nt, nt, nt, -2%, 7%, -1%, 1%, nt, -4%
Cc1noc(C)c1CSc1nnc(-c2ccncc2)n1-c1ccc(Cl)c(Cl)c1
 : 1%, 14%, -4%, 0%, -3%, -25%, -5%, -5%, -25%
O=C(COC(=O)CCC(=O)c1ccc(Cl)cc1)NCc1ccco1
 : -14%, 2%, -8%, 10%, -10%[9.22 µM], 10%, 19%, 9%, -3%
COc1ccc(NC(=O)c2ccc3[nH]c(C)cc(=O)c3c2)cc1
 : nt, nt, nt, 20%, 22%[9.22 µM], -3%, ?, nt, 15%
CCCc1cc(=O)[nH]c2nnc(SCC(=O)Nc3nccs3)n12
 : 27%, 3%, 25%, -1%, -27%, -5%, -5%, -75%[inhibitor], 21%
CCCCn1c(N)c(NCC(C)C)c(=O)[nH]c1=O
 : -7%, 7%, 12%, 4%, 10%, 8%, 7%, -4%, 14%

# (continued)
# Values run as follows: HT1080 IDH1KD tx, GLP1R ag, HT1080-NT tox, KB-3-1 tox, TDP-43 yeast inh, HEK293 tox, KB-V1 cytotox, SW480 rerep, GLP1R inv ag
O=C(CSCc1cccc(Cl)c1)OCc1nc2ccsc2c(=O)[nH]1
 : 3%, 1%, 1%, 0%, -5%, 28%, -3%, -1%, 5%
C=C(C)C(=O)Nc1cccc(C(C)=O)c1
 : 0%, 1%, -3%, 0%, -16%, -3%, ?, -5%, 20%
COCCN1C(=O)CCC1(C)c1nnnn1Cc1ccccc1 (stereo not given)
 : 7%, -1%, 18%, 15%, 27%, 3%, -8%, nt, 28%
Cc1ccc(C)c(N2CCN(C(=O)c3nn(C)c4c3CS(=O)(=O)c3ccccc3-4)CC2)c1
 : -26%, 5%, -24%, ?, 19%&28%, -9%&-10%, ?, -2%, ?
COc1ccc(C2CC(=O)N(CC(=O)Nc3ccc(C(F)(F)F)cc3)c3ccccc3S2)cc1 (stereo not given)
 : nt, -8%, nt, ?, -1%, 5%, ?, nt, 4%
O=C(N/N=C/c1cn[nH]c1-c1ccc(F)cc1)c1ccncc1
 : 13%, 1%, 23%, -2%, -8%, 11%, 0%, -5%, 2%
Cn1nnnc1-c1cc(Br)ccc1NC(=O)c1ccccc1
 : 20%, -6%, 9%, -4%, 7%, 1%, 1%, -5%, 16%

# Screens from PubChem BioAssay.

# Hits appear at their usual frequency; any-hit rate near 9.4%.
